Source: PubChem BioAssay
HT1080NT lethal: kills 2HG-producing HT-1080-NT fibrosarcoma cells; HT-1080-NT fibrosarcoma viability, CellTiter-Glo ATP luminescence, 48 h; 360,000 compounds, 1.6% hits; Potency, µM (titrated, usually from 46.1 µM), inactives show at the top dose activity, negative = less viability, hits mostly cytotoxic;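 note: NT is the 2HG producing partner of a matched IDH1 knockdown line; potency is the fitted concentration of half-maximal effect; 0% = DMSO-treated cells and -100% = media-only wells without cells; nearly all actives have a fitted effect of over 55% in size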
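Viability of the 2HG-overproducing fibrosarcoma line after 48 hours of compound exposure at 37 degrees C was determined by luminescence with CellTiter-Glo, and concentration-effect curves were then fitted and categorized.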
IL-1B inflam inh: inhibitors of inflammasome signaling (IL-1 beta secretion) | THP-1 LPS/ATP IL-1B secretion, AlphaLISA, 16 h; hits give low values | activity change, % at 57.5 µM | 360,000 compounds, 4.7% hits | AID 743279; in the data active = activity change below about -50%; inconclusive = mostly about -30% to -49%; note: % is set by controls: 0 for no effect and ±100 for the full control effect
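Secreted IL-1B measured by AlphaLISA bead assay after 16 h compound exposure of THP-1 cells; compounds (final up to 57.5 uM) added 1 h before LPS (250 ng/mL) and ATP (1.25 mM) stimulation; lower signal means less secretion.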
MCF10A rereplic: DNA re-replication induction in MCF 10a cells; MCF 10A DNA re-replication, Hoechst nuclear intensity, 48 h; Potency, µM (titrated, usually from 46.1 µM), inactives show at the highest dose activity, positive = re-replication, actives largely listed as activators; 350,000 compounds, 2.9% hits; AID 624296; note: potency is the fitted concentration of half-maximal effect; % of control where 0% means no effect; nearly all actives have a fitted effect of over 50% in size
WRN helicase inh: WRN helicase (human) inhibition | Q14191 | WRN helicase unwinding, fluorescent forked duplex, kinetic | Potency, µM (titrated, usually from 114 µM), inactives show at the top dose activity change, negative = inhibition, actives largely listed as inhibitors | 360,000 compounds, 0.46% hits; note: potency is the fitted concentration of half-maximal effect; % is set by controls: 0 for no effect and ±100 for the full control effect; nearly all actives have a fitted effect of over 55% in size
Target sequence (Q14191 whole entry, looked up): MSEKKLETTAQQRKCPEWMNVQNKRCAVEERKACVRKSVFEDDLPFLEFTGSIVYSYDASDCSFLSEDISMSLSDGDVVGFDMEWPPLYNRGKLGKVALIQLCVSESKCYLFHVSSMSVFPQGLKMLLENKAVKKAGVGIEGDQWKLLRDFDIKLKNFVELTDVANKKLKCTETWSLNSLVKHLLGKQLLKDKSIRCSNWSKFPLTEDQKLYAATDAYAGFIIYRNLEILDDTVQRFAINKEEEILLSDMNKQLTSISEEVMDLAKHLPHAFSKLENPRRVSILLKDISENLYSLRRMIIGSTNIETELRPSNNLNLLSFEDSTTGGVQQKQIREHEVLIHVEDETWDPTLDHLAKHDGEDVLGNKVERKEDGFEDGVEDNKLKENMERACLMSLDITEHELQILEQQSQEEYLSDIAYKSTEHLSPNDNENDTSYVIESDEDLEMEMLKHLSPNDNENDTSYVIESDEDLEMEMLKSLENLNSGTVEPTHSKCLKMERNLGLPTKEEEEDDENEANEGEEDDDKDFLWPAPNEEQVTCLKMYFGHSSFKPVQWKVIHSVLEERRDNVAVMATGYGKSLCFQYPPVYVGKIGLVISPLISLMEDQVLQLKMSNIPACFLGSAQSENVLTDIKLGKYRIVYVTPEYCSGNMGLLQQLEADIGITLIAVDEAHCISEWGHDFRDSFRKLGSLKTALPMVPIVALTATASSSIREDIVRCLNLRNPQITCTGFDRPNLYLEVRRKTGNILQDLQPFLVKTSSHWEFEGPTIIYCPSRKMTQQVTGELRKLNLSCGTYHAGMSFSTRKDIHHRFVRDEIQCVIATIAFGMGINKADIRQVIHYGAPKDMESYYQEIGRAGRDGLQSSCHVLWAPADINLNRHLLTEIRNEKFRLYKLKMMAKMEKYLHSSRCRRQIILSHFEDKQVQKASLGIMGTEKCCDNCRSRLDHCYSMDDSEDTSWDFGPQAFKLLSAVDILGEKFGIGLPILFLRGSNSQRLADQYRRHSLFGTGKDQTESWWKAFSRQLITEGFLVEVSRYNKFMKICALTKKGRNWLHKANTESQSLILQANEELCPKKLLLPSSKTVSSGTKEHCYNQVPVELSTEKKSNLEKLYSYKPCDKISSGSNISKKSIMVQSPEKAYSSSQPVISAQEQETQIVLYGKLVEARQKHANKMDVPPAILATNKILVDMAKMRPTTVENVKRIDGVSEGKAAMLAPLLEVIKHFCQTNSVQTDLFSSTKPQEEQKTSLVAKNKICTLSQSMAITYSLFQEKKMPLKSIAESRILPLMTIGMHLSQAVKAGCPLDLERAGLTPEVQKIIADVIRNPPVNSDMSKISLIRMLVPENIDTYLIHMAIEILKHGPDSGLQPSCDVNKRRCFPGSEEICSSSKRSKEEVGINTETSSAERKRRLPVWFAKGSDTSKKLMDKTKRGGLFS
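Screening of the MLSMR collection measured strand separation of a quenched forked DNA duplex (100 nM) by 20 nM WRN with 2 mM ATP, all final. Compounds were preincubated with enzyme 15 min at room temperature.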
KB-V1 MDR tox: kills drug-selected multidrug resistant KB-V1 cells; KB-V1 MDR cells viability, CellTiter-Glo, 72 h; Potency, µM (series often up to 46.1 µM), for the others: at the highest dose activity change, negative = cytotoxicity, most hits filed as cytotoxic; 400,000 compounds, 3.4% hits; AID 1347076; note: potency is the fitted concentration of half-maximal effect; % is set by controls: 0 for no effect and ±100 for the full control effect; nearly all actives have a fitted effect of over 60% in size
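Following 72 h at 37 degrees C with compound, KB-V1 cell viability was read by CellTiter-Glo luminescence, medium being phenol-red-free DMEM plus 10% FBS; concentration-response parameters came from normalized, curve-fitted qHTS data.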
KB-3-1 cytotox: KB-3-1 parental cell cytotoxicity | Potency, µM (series often up to 46.1 µM), without a hit: at the top dose activity change, negative = cytotoxic, most hits filed as cytotoxic | KB-3-1 viability, CellTiter-Glo ATP luminescence, 72 h | 400,000 compounds, 1.4% hits; note: potency is the fitted concentration of half-maximal effect; % is set by controls: 0 for no effect and ±100 for the full control effect; nearly all actives have a fitted effect of over 60% in size
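72 h, 37 °C compound treatment of KB-3-1 parental cells; CellTiter-Glo added, 10 min, luminescence read. Data corrected against DMSO-only plates and normalized before curve fitting.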
HT1080 IDH1KD tx: toxicity to HT-1080 IDH1 knockdown cells (counter line); HT-1080 IDH1 knockdown viability, ATP luminescence, 48 h; Potency, µM (series often up to 46.1 µM), for inactives: at the highest dose activity, negative = toxicity, actives largely listed as cytotoxic; 360,000 compounds, 2% hits; AID 686971;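 note: potency is the fitted concentration of half-maximal effect; 0% = DMSO wells and -100% = cell-free medium wells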
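Viability of IDH1-knockdown HT-1080 fibrosarcoma cells was assessed by CellTiter-Glo after 48 h at 37 °C with titrated compound; concentration-effect curves were classified by fit quality and response size.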
SW480 rereplic: DNA re-replication induction in SW480 cells; SW480 DNA re-replication, Hoechst DNA content imaging, 48 h; 340,000 compounds, 1.8% hits; Potency, µM (top dose mostly 46.1 µM), for the others: at the top dose re-replication activation, usual class: activators; note: potency is the fitted concentration of half-maximal effect; % of control where 0% means no effect; nearly all actives have a fitted effect of over 55% in size
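First, 250 cells per well were seeded. Next, compound or vehicle (23 nL) was pinned in, plates sat 48 hr at 37 C. Finally Hoechst was added for 40 min before fluorescence scanning.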
ATXN2 expr inh: ATXN2 expression inhibition | HEK-293 ATXN2-luciferase reporter, luminescence, 24 h | Potency, µM (titrated, usually from 57 µM), for inactives: top-dose activity change, negative = inhibition, hits mostly inhibitors | 360,000 compounds, 0.72% hits | AID 1745845; note: potency is the fitted concentration of half-maximal effect; % is set by controls: 0 for no effect and ±100 for the full control effect; nearly all actives have a fitted effect of over 55% in size
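qHTS (up to 57 uM final) was run with 24 h compound exposure of reporter cells at 37 °C. Each well was multiplexed: SteadyGlo luminescence measured ATXN2-luciferase expression after a fluorogenic Gly-Phe-AFC viability readout (25 uM final).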
The depositor's hits bear a star; ? = inconclusive; . = not tested or not shown; & = joins results of further samples; [ ] = remark or other dose. Unless noted, calls come from the whole dose curve; as a rule, active = well fitted curve in the direction sought with a large enough effect; inconclusive = small, poorly fitted or top-dose-only effect, or another doubt; inactive = no such curve, though single readings can be large; an effect the other way counts as inactive or inconclusive.

SMILES	HT1080NT lethal	IL-1B inflam inh	MCF10A rereplic	WRN helicase inh	KB-V1 MDR tox	KB-3-1 cytotox	HT1080 IDH1KD tx	SW480 rereplic	ATXN2 expr inh
O=C(COC(=O)c1cc[n+]([O-])cc1)Nc1ccccc1Cl	6.4%	-1.2	-39.5%[inhibitor]	-7.9%	-4.6%	-1.2%	6.4%	-0.7%	-0.1%
COc1cc(C)c(NC(=O)C(=S)NCCc2ccccc2)cc1C	1.7%	?	12.2%	-11.1%[57.1 µM]	-9.3%	1.0%	-4.3%	-49.8%[inhibitor][1.84 µM]	9.6%
Cc1ccc(C(C)C)cc1OCC(=O)Nc1ccc(-n2cnnn2)cc1	1.1%	-24.1	-0.8%	-12.2%	21.0%	0.7%	3.1%	-2.8%	-17.2%
CC(C)(C)NC(=O)C(c1ccc(C(F)(F)F)cc1)n1c(=O)c(-c2ccco2)nc2ccccc21 (centres undefined)	-29.9%	26.6	.	-9.0%	?	-19.4%	?	.	.
O=C(c1ccccc1[N+](=O)[O-])N1CC2C3C=CC(C3)C2C1 (centres undefined)	7.2%	13.8	3.3%	0.4%	?	0.0%	3.8%	-6.6%	2.3%
O=C(C1CC1)n1cc(C(=S)N2CCOCC2)c2ccccc21	4.4%	-2.1	-2.8%	4.7%	-0.2%	14.5%	1.8%	0.3%	-2.7%
Cc1cc(SCC(=O)Nc2ccccc2C)nc(C)n1	7.3%	6.3	-0.6%	-3.7%	-11.1%	9.6%	0.4%	0.0%	0.9%
CCCCNC(=O)C1(C)CCCCN1C(=O)c1cc2ccccc2s1 (centres undefined)	14.7%	8.0	.	0.0%	-2.7%	0.0%	8.8%	.	-2.6%
O=C(O)C1CSC2(c3ccc(F)cc3)CCC(=O)N12 (centres undefined)	-3.9%	13.3	-16.2%	-1.8%[57.1 µM]	7.3%	6.5%	5.0%	?	8.5%
COc1cccc(CN(C)CC(=O)NCc2ccc(F)cc2)c1OC	0.2%	7.2	4.9%	9.1%	-8.1%	0.7%	3.3%	-2.6%	0.0%
CCC(=O)Nc1cccc(NC(=O)c2ccc3c(c2)OCCO3)c1	-3.4%	-22.9	-0.9%	-0.1%	?	-17.2%	-12.7%	-0.3%	31.7%[activator]
CCOC(=O)c1ccccc1NC(=O)COC(=O)CCC(=O)c1ccccc1	5.9%	1.8	-3.3%	-10.3%	.	.	10.1%	1.3%	1.3%
CCOc1ccc(NC(=O)CCC(=O)NNS(=O)(=O)c2ccccc2[N+](=O)[O-])cc1	10.3%	1.9	-3.2%	8.3%[57.1 µM]	-1.5%	0.0%	0.0%	2.4%	-5.4%
COc1cccc(CN(C)Cc2nc(Cc3ccccc3Cl)no2)c1	3.5%	0.0	3.4%	-1.9%	-17.9%	4.8%	-0.3%	-8.4%	1.0%
Cc1ccc(C)c(Cn2nnc3c(=O)[nH]c(C(=O)NCC4CCCO4)nc32)c1 (centres undefined)	8.4%	4.5	-3.0%	9.8%	-29.3%	?	1.0%	0.4%	2.1%
O=C(Cn1cc2c(n1)CCCCC2)NC1CCN(Cc2ccccc2)CC1	-8.8%	34.7	9.5%	-4.1%	?	-23.7%	1.1%	-0.3%	-9.7%
CCCN(CCC)CCNC(=O)C1CCN(S(=O)(=O)c2cccc3nsnc23)CC1	-0.5%	10.7	1.0%	1.5%	21.0%	?	4.2%	8.1%	-8.7%
CCOc1ccc(C(C)(C)C)cc1S(=O)(=O)N1CCOCC1	5.2%	-10.4	-11.9%	9.4%	-0.1%	-13.7%	9.6%	-9.2%	0.6%
COc1ccc(OCCCn2c(=O)oc3ccccc32)cc1	8.2%	-4.3	-16.0%	11.5%	-27.6%	-1.5%	10.2%	-4.9%	27.0%
Cc1nn2c3ccccc3n(C)c2nc1=O	23.7%	7.6	0.5%	-16.4%	15.7%	19.5%	19.8%	-1.9%	6.4%
O=C(Nc1ccc(F)cc1F)NC1CCCCCCC1	12.0%	-11.8	0.8%	2.2%	0.0%	1.9%	-0.7%	0.1%	51.0%[activator]
COc1ccccc1/C=N/NC(=O)Cn1cnc([N+](=O)[O-])n1	-5.0%	33.9	-1.4%	1.4%[57.1 µM]	-2.2%	27.4%	-3.7%	3.1%	-25.7%[11.3 µM]
CCOC(=O)Cc1nnc(NC(=O)c2ccco2)s1	5.8%	13.3	-4.0%	-14.5%	2.5%	1.7%	1.1%	-3.8%	2.2%
NC(=O)NC(=O)COC(=O)[C@H](Cc1ccccc1)NC(=O)c1cccs1	6.9%	15.2	5.8%	7.5%	10.9%	18.3%	14.5%	-4.8%	14.7%
O=C(NC1CCCC1)C(c1cccnc1)N(C(=O)c1csnn1)C1CCCC1 (centres undefined)	18.7%	3.5	3.1%	-4.2%	?	5.7%	11.2%	3.8%	3.8%
Other results follow:
SMILES	HT1080NT lethal	IL-1B inflam inh	MCF10A rereplic	WRN helicase inh	KB-V1 MDR tox	KB-3-1 cytotox	HT1080 IDH1KD tx	SW480 rereplic	ATXN2 expr inh
O=C(Cn1c(=O)oc2cc(S(=O)(=O)N3CCCC3)ccc21)N1CCN(c2ccccc2)CC1	-3.5%	-7.7	2.4%	-17.9%	-2.1%	-20.8%	-8.1%	-10.9%	?
COc1ccccc1NC(=O)N(CCN(C)C)Cc1cc2cc(C)ccc2[nH]c1=O	-2.5%	?	-5.5%	6.4%	15.9%	6.6%	-3.4%	1.8%	-3.8%
Cc1cc(C2(c3ccc(O)c(C)c3)C(=O)N(C)c3ccc(Br)cc32)ccc1O	-3.6%	0.0	?	-2.0%	15.6%	4.1%	-0.5%	-4.8%	.
Clc1nssc1=Nc1ccccc1	-2.8%	-28.8	-4.3%	?	3.9%	4.1%	-0.2%	-4.5%	-24.7%
CCN=C1NN=C(c2cc(C)n(CCc3ccccc3)c2C)CS1	-1.2%	5.2	?	1.6%	?	-1.0%	-3.3%	12.9%	25.0%
Cc1cccc(NC(=O)c2ccc(S(=O)(=O)N(C)C)cc2)c1	-2.9%	-16.0	-1.3%	2.5%	-12.9%	0.2%	-0.5%	-5.9%	4.4%
CCOCCCNC(=O)c1ccc(Cn2c(=O)[nH]c3ccsc3c2=O)cc1	5.7%	42.7	-0.9%	0.2%	6.9%	0.0%	-15.2%	-5.4%	30.8%
CC(NC(=O)CCN1C(=O)c2ccccc2C1=O)c1ccc2c(c1)CCCC2 (centres undefined)	3.1%	3.8	?	0.1%	?	-1.4%	-0.8%	-4.4%	3.5%
CCC(=O)N1CCc2cc(S(=O)(=O)NCCC(=O)N3CCN(c4cccc(OC)c4)CC3)ccc21	-5.9%	28.8	?	1.8%	7.0%	?	-3.9%	100.2%	.
c1ccc2c(c1)ncn2-c1cncnc1	24.2%	6.1	.	-3.1%	28.3%	0.1%	18.2%	.	0.8%
COC(=O)c1ccccc1NC(=O)Cn1nc(C(F)(F)F)c2c1CCC2	-1.4%	41.6	27.9%	2.5%	-7.9%	1.6%	-3.0%	1.4%	-10.1%
CCOCC(=O)Nc1cccc(-c2nc3cccnc3s2)c1C	11.2%	-2.6	-1.1%	2.6%	0.0%	0.0%	18.3%	-4.2%	-3.5%
CC(=NNC(N)=O)C1=C(O)C(C(C)C)NC1=O (centres undefined)	6.3%	0.0	-6.4%	5.6%	3.1%	16.1%	19.9%	-3.6%	-3.9%
CCN(CC(=O)Nc1c(F)cccc1F)C(=O)CSc1nc2ccccc2o1	4.8%	-8.4	-14.6%	-6.1%	2.3%	17.8%	5.7%	-100.6%[inhibitor]	0.9%
COc1ccc(CCNC(=O)Cc2c(Cl)cccc2Cl)cc1	0.7%	-0.8	1.5%[9.22 µM]	-5.7%	-23.5%	12.3%	3.5%	?	-31.6%
COCCCNC(CC(=O)Nc1cc(C)cc(C)c1)C(=O)O (centres undefined)	2.8%	-13.5	-0.3%	2.3%	0.3%	?	7.5%	?	2.5%
c1ccc(-c2nc[nH]c2-c2ccccc2)cc1	-0.8%	0.0	?	.	-6.8%	-1.0%	-16.0%	-0.3%&-3.6%	-20.6%&-17.2%
CCCc1cc(C(=O)NCC(C)C)no1	-2.0%	-9.6	?	3.4%	0.0%	-17.3%	-4.5%	?	-17.2%
Cc1ccc(C(c2nnnn2Cc2ccccc2)N2CCN(Cc3ccccc3)CC2)cc1 (centres undefined)	-22.7%	?	16.4µM*	-6.7%	-5.6%	?	?	-1.4%	-11.7%
Cc1cc(NC(=O)c2noc3c2CCc2ccccc2-3)no1	1.5%	-13.4	2.0%	2.5%	-10.4%	-0.4%	2.8%	-5.2%	27.3%
Cc1ccc(S(=O)(=O)NN=Cc2ccccc2Cl)cc1	2.2%	6.9	.	-11.3%	-11.0%	-8.7%	9.9%	.	.
CCOc1ccccc1NC(=O)c1ccccc1N(C)S(C)(=O)=O	9.8%	18.5	-5.6%	-6.5%	-6.5%	0.0%	11.0%	-8.6%	-10.7%
COc1ccc(C(=O)N/C(=C\c2ccccc2)C(=O)Nc2cccc(C(=O)O)c2)cc1	0.5%	14.1	-2.1%	5.2%	-6.6%	-1.5%	1.0%	-6.5%	.
Cc1ccccc1C(=O)NNC(=O)c1ccc(Br)cc1	-1.4%	-5.4	22.6%	-8.7%	-15.8%	-16.3%	-2.3%	2.1%	.
COC(=O)c1ccsc1NC(=O)c1ccc2c(c1)OCCO2	-1.6%	17.6	-1.5%	2.1%	-19.9%	-0.6%	10.4%	-5.1%	-10.8%
COc1ccc(NC(=O)c2cc(-c3cc(F)ccc3OC)n[nH]2)cn1	-11.0%	.	.	-13.5%	-4.9%	-0.1%	-14.2%	.	-4.3%
OC[C@@H]1CN(Cc2ccncc2)C[C@H](n2cnc3c(NCc4ccncc4)ncnc32)O1	0.6%	10.7	.	-3.1%	-1.9%	0.0%	4.3%	.	-8.5%
